High-throughput results deposited in PubChem BioAssay by several laboratories.
PDI turbidity: PDI (human) enzyme inhibition; AID 588391; PDI insulin aggregation turbidity, A650, 90 min; P07237; inhibition, % at 10 µM; 350,000 compounds, 0.052% hits;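 active means mean inhibition across replicates of 30% or more, whatever share of single replicates reach that level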;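 further: absorbance from insulin aggregation driven by PDI reduction with DTT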
Target sequence (P07237 whole entry, looked up): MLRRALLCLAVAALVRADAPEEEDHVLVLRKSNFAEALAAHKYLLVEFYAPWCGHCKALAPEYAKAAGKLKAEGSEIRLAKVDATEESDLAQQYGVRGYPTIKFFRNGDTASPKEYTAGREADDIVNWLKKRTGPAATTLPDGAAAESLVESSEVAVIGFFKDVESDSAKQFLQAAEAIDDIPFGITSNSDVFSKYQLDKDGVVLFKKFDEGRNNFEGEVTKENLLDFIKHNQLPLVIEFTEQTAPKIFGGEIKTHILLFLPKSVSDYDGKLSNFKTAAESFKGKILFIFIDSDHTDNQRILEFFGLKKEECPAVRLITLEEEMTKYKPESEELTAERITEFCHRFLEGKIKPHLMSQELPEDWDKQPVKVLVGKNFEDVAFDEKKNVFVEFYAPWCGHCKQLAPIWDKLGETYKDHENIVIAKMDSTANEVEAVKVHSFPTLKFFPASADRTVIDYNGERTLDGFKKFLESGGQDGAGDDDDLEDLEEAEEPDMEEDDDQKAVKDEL
Vif imaging: blocks HIV Vif function. inhibition, % at 7.49 µM. 340,000 compounds, 0.35% hits. HEK293T cells, Vif self-association by quenched fluorescence, imaging, 24 h. AID 602346; in the data active means inhibition above about 50%, passing the limit was not always enough; further: some results filed as inactive read as strong as hits
CaV13 ICDI inh: Disruptors of the CACNA1D IQ motif to Ca2+-dependent inactivation inhibitor domain association, primary screening, Förster resonance energy transfer in intact living … | 340,000 compounds, 0.098% hits | HEK cells, CFP/YFP FRET ICDI-IQ, plate reader, 10 min; percent FRET-ratio fall versus neutral wells | inhibition, % at 12.3 µM;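 active means mean replicate inhibition of at least 30% and at least 1% of replicates passing that level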;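 further: 0% = median of the neutral control wells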
MC4R ag barr: human MC4R agonism via beta-arrestin. 360,000 compounds, 0.98% hits. P32245. U2OS MC4R beta-arrestin complementation, luminescence; percent of melanotan II response, DMSO zero. activation, % at 8.9 µM;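 active means activation above a per-plate cutoff, the mean activation of sample wells on that plate plus 3 SD, cut at about 8% in these data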
N-glyco inh: N-linked glycosylation inhibition; D54 ERlucT glycosylation luciferase reporter, 24 h; percent of 100 nM tunicamycin response; reporter increase, % at 12.5 µM; 360,000 compounds, 0.23% hits;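 active means mean luciferase reporter signal, scaled so untreated is 0 and the glycosylation-blocking control 100, at or above a set limit in every replicate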;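 further: luciferase carries N-glycosylation sites so blocking glycosylation raises the light; 0% = median of neutral control wells and 100% = median of 100 nM tunicamycin wells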
m5-HT2A agonist: agonists of mouse serotonin 5-HT2A receptor (HTR2A); AID 624169; 360,000 compounds, 0.66% hits; activation, % at 7.6 µM; P35363; CHO-K1 mHTR2A beta-arrestin complementation, luminescence; percent of 30 µM serotonin response;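 active means activation above a run cutoff, the mean activation of all tested compounds plus 3 SD, cut at about 14% in these data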;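 further: 0% = plate median of compound wells and 100% = 30 µM serotonin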
Target sequence (P35363 whole entry, looked up): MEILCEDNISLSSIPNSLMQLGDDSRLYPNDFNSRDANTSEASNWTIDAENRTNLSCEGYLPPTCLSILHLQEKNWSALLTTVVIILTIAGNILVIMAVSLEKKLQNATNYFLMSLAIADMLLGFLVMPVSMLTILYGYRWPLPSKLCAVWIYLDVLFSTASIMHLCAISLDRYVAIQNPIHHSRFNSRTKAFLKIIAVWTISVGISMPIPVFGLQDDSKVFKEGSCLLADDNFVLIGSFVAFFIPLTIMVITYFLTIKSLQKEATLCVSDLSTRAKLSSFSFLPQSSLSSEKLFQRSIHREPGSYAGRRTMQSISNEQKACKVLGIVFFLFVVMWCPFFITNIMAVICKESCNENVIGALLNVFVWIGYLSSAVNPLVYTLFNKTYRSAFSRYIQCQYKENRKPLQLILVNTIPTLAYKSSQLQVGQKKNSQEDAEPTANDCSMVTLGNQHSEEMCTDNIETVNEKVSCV
Cardio protect: modulators protecting cardiomyocytes from myocardial damage; H9c2 cardiomyocytes, H2O2 injury protection, ATPLite, 2 h; protection from H2O2 cell death, % at 20 µM; 360,000 compounds, 0.63% hits; AID 588492;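 active means compounds giving at least 50% protection of heart cells from peroxide-induced death in the single-dose screen, raw or plate-pattern-corrected value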;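 further: 0% = DMSO wells with peroxide and 100% = DMSO wells without peroxide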
ABCB6 inh MLPCN: human ABCB6 transporter inhibition; Q9NP58; fluorescence ratio to DMSO, % at 10 µM; K562-ABCB6 porphyrin accumulation, flow cytometry, 1 h; stronger effect = lower value; 360,000 compounds, 0.19% hits; AID 602162;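 active means fluorescence ratio to DMSO below 75%, the collection mean minus 3 SD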;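 further: signal is porphyrin accumulated inside mitochondria; 100% equals median channel fluorescence of DMSO control wells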
aDG glyco up: alpha-DG glycosylation activation | 360,000 compounds, 0.22% hits | activation, % at 10 µM | Pro5-aDG cells, alpha-DG glycosylation AlphaScreen (IIH6); 0% Pro5, 100% B10-LARGE cell signal;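 active means activation of at least 8% versus controls, or a plate z-score of at least 8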;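 further: Pro5 are CHO cells carrying HIG-tagged alpha-DG that lacks glycosylation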
MC4R antagonist: antagonists of human melanocortin 4 receptor (MC4R); P32245; MC4R-expressing cells, MTII-stimulated cAMP, LANCE TR-FRET; inhibition, % at 6.5 µM; 360,000 compounds, 0.48% hits;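 active means inhibition above its plate's cutoff, the mean of tested wells on that plate plus 3 SD, cut at about 29% in these data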;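 further: 0% = Melanotan II alone and 100% = Melanotan II plus saturating MCL0020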
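Assay system: U2OS cells stably expressing human melanocortin 4 receptor (MC4R) / Dosing: 6.5 µM / Timing: compound 30 min, challenge 1 h, detection 1 h / Measured by: Eu-cAMP/anti-cAMP TR-FRET, emission 671 nm / Replicates: singlicate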
The depositor's hits bear a star; nt = not tested or not shown.

SMILES	PDI turbidity	Vif imaging	CaV13 ICDI inh	MC4R ag barr	N-glyco inh	m5-HT2A agonist	Cardio protect	ABCB6 inh MLPCN	aDG glyco up	MC4R antagonist
COCCN(C(=O)COC(=O)/C=C/c1ccc(OC)c(OC)c1)c1c(N)n(Cc2ccccc2)c(=O)[nH]c1=O	-4	2	-6	-2.5	0	-1	7	95	-0.2	-5
CCOC(=O)CSCC(=O)N1CCC(Cc2ccccc2)CC1	9	-5	-3	0.1	4	2	-3	102	-0.1	2
CCc1ccc(C(=O)N2CCCC2)s1	0	-3	nt	-1.1	2	-1	4	97	-0.2	2
COc1ccc(NC(=O)COC(=O)c2ccc(S(=O)(=O)N3CCCCCC3)cc2)c(OC)c1	-1	-2	-5	1.1	2	-3	-3	102	-0.2	1
Cc1ccc(-n2c(-c3ccc(Cl)cc3Cl)n[nH]c2=S)cc1	-11	-9	-5	-1.9	1	3	-2	106	0.1	6
CC12CC3(C)CC(C)(C1)CC(C(=O)NCc1cccnc1)(C2)C3	-2	1	-4	0.8	-1	1	-4	97	0.1	20
Cc1cccc(N(CC(=O)NCc2ccco2)S(=O)(=O)c2ccccc2)c1	-8	-3	-17	0.3	-2	-2	1	107	0.0	1
N/C(CC(=O)NC1CCCCC1)=N\OCC(=O)Nc1ccc(Cl)c(Cl)c1	-2	3	-3	-0.4	0	-3	-4	93	0.0	12
Cc1ccc(C)c(CN2CCCNC2=O)c1	4	2	-8	-1.3	0	-4	3	95	-0.1	8
COc1ccc(C=C2NC(=O)NC2=O)cc1O	9	1	-8	-1.8	2	3	-4	96	0.2	-27
Cc1c(NC(=O)C(=O)/C=C(/O)c2ccccc2)c(=O)n(-c2ccccc2)n1C	0	-3	-6	-2.1	1	1	5	97	0.2	6
CCOC(=O)Nc1ccc2c(c1)N(C(=O)CCN1CCOCC1)c1ccccc1S2=O (stereo unspecified)	12	7	-5	-1.4	-10	-6	8	99	0.8	4
O=C(NCCNC(=O)c1cnccn1)c1ccc(Cl)c(Cl)c1	-25	14	-7	-0.3	3	-1	5	99	0.2	-1
COc1ccc(CC(N)c2csc(Nc3cc(Oc4ccccc4)ncn3)n2)cc1 (stereo unspecified)	1	-8	-5	4.4	-5	-2	2	98	6.5	3
CCCOc1ccc(-c2c(C(=O)N/N=C/c3cccnc3)nnn2-c2nonc2N)cc1	-2	15	-3	-3.9	1	-4	5	96	0.1	7
COc1ccc(C(=O)c2cc3ccc(O)cc3oc2=O)cc1	12	1	-2	-1.9	2	4	3	98	-0.5	-4
CC(=O)NC1CC2CCCC(C1)N2Cc1ccc(C)cc1 (stereo unspecified)	6	4	-5	-0.9	0	4	5	99	-0.1	-1
C=CCn1nnc2sc3c(c2c1=O)CCC(C)C3 (stereo unspecified)	-2	-7	nt	1.9	-3	3	0	96	0.3	-15
Nc1nc(SCC(=O)Nc2ccccc2)nc2nc3c(cc12)CCCC3	3	9	-9	3.4	-1	6	-8	96	0.3	7
COc1ccc2c(c1)c1c(n2C)[C@@H]2CC=C(CO)[C@@H](C1)N2C	-2	-6	-10	0.6	2	0	2	105	0.4	5
CC(C)CC(=O)N1CCN(Cc2cccc([N+](=O)[O-])c2)CC1	-4	3	-4	-1.4	-3	1	6	101	-0.1	-3
CC(Sc1nnc(-c2ccc(Cl)cc2)n1N)C(=O)NCC1CCCO1 (stereo unspecified)	6	16	-7	-1.8	3	2	-6	103	0.0	9
CCNC(=S)NNC(=O)c1cc(CC(C)C)nc2ccccc12	12	0	-8	-2.5	1	-5	-5	96	0.1	3
O=S1(=O)CC(N2CCN(CCO)CC2)CN1Cc1cn(Cc2cccc(C(F)(F)F)c2)nn1 (stereo unspecified)	nt	nt	-8	nt	nt	1	nt	98	0.0	nt
CCc1nc2ccc(C(=O)NCCN3CCOCC3)cn2c1N(CCC(C)C)CCN(C)C	4	-1	-5	-1.4	-1	0	4	104	-0.2	9

Continuation:
SMILES	PDI turbidity	Vif imaging	CaV13 ICDI inh	MC4R ag barr	N-glyco inh	m5-HT2A agonist	Cardio protect	ABCB6 inh MLPCN	aDG glyco up	MC4R antagonist
Cc1ccc(NC(=O)c2ccc3nc(N4CCOCC4)sc3c2)c(Cl)c1	-9	nt	-7	0.9	1	1	-19	95	1.1	7
O=c1[nH]c(/C=C/c2cccnc2)c([N+](=O)[O-])c(=O)[nH]1	-2	15	-4	2.7	2	5	-6	107	-0.3	11
Cn1c(Cn2cnc3ccccc32)nnc1SCC(=O)CC(=O)Nc1ccccc1	0	4	nt	-0.1	1	5	0	101	-0.1	5
CCN(Cc1ccccc1)S(=O)(=O)c1ccc2c(c1)NC(=O)CS2	1	3	-5	-0.5	0	-4	-4	102	-0.2	10
CC(=O)c1cn(CC(=O)Nc2ccc(C)c(C)c2)c2ccccc12	7	-4	-20	-0.4	2	7	-3	89	-0.1	-1
COc1ccc2ccc(OCC(=O)N3c4ccccc4NC(=O)CC3C)cc2c1 (stereo unspecified)	4	0	-6	0.8	-1	-1	5	97	0.1	8
CCNS(=O)(=O)c1ccc(NC(=O)c2c(-c3ccccc3)noc2C)cc1	5	10	-4	-0.7	1	5	5	103	0.0	-1
Cn1nnc(NC(=S)NC(=O)/C=C/c2ccco2)n1	-3	-13	-22	-0.2	0	0	0	103	0.0	5
Cc1n[nH]c(=O)n1-c1ccc(C(C)(C)C)cc1	-11	-7	4	-1.5	-1	6	0	107	-0.1	14
O=C(c1cc(-c2ccccc2)nc2ccccc12)N1CCN(c2ccccc2O)CC1	8	-3	nt	-2.3	0	3	21	92	-0.7	-1
C#CCN(C[C@H]1[C@H](OC(=O)NCc2ccc(OC)c(OC)c2)[C@H](OC(=O)NCc2ccc(OC)c(OC)c2)C[C@H]2C(=O)N(c3ccccc3)C(=O)[C@@H]12)S(=O)(=O)c1ccc(C)cc1	0	-4	-6	-0.7	2	6	8	93	-0.1	2
Cn1c(=O)oc2cc(S(=O)(=O)N3CCC(C(=O)NCc4cccs4)CC3)ccc21	-9	17	-6	-0.2	0	14	-1	97	0.0	-2
Cn1c(SCc2nc3ccccc3[nH]2)nnc1-c1ccccn1	3	20	nt	-1.0	2	4	-3	99	0.0	-5
COc1ccccc1C#CC1=CC(=O)CC(C)(C)C1	13	-15	-8	4.3	-4	-2	1	100	0.4	26
Cc1ccc(NC(=O)N2CCCCC2)cc1NC(=O)N1CCCCC1	2	-3	-4	-2.0	2	0	-3	96	-0.1	5
S=C(NCc1ccccc1Cl)Nc1ccccc1Cl	-9	0	-4	-2.1	-6	-4	-1	98	0.8	7
O=C(CSc1ncnc2scc(-c3ccc(F)cc3)c12)c1ccc2c(c1)OCCO2	-5	1	-1	0.5	0	-3	-4	109	0.4	13
CNC(=O)C[C@H]1C(=O)N(CCc2ccccc2)C[C@@H]1CSC	-3	5	-4	0.7	2	4	11	98	0.2	1
COC(=O)[C@@H](NC(=O)NC1CCN(Cc2ccccc2)CC1)C(C)C	-12	nt	nt	-1.0	-1	0	-3	102	-0.1	-4
O=C(O)CC(NC(=O)CCc1ccccc1)c1ccc(Cl)cc1 (stereo unspecified)	4	nt	-19	0.2	1	4	1	106	0.2	-1
CC(C)c1ccc(OCC(=O)Nc2cccc(C(=O)Nc3ccccc3C(=O)O)c2)cc1	1	-2	-6	0.6	-1	6	-6	99	-0.3	11
CN(C(=O)CSc1nnc(-c2cccnc2)n1-c1ccccc1F)C1CCS(=O)(=O)C1 (stereo unspecified)	9	4	-3	-2.0	2	0	12	90	-0.2	0
Clc1nc(Cl)nc(NCCC2=CCCCC2)n1	0	-10	1	-0.3	3	0	7	98	-0.4	11
Cc1nn(-c2ccccc2)c2sc(C(=O)OCC(=O)N3CCCCC3)cc12	-9	nt	nt	-2.0	2	3	5	91	0.5	4
COc1ccccc1C(=O)NNC1=C(C(=O)C(F)(F)F)CCC1	2	9	-7	-2.7	-1	-4	67*	98	-0.2	-1

Continuation.
SMILES	PDI turbidity	Vif imaging	CaV13 ICDI inh	MC4R ag barr	N-glyco inh	m5-HT2A agonist	Cardio protect	ABCB6 inh MLPCN	aDG glyco up	MC4R antagonist
O=C(c1c(F)cccc1F)N1CCN(c2ncccn2)CC1	-2	7	-4	0.1	1	1	4	100	-0.1	12
CCn1c(SCC(=O)N2CCC(C)CC2)nnc1-c1ccco1	-17	7	-7	1.4	0	7	-1	93	0.0	-5
Cc1ccc(NC(=O)C2C(=O)N(CCO)C3(C)CC2c2ccccc2O3)cc1 (stereo unspecified)	-8	-12	-4	-0.2	-6	3	-5	102	0.0	7
CCOc1ccc(C2c3c(oc4cc(C)c(C)cc4c3=O)C(=O)N2CCCN(C)C)cc1OC (stereo unspecified)	nt	7	-2	0.0	0	-5	1	101	-0.2	-1
CCOC(=O)CCCNC(=O)COC(=O)c1ccc(O)cc1	9	20	-3	-0.2	1	7	4	95	-0.2	0
COc1ccccc1C(=O)NNC(=O)c1cccc(F)c1	-5	27	-6	0.5	-19	3	-3	99	0.0	0
CCN(CCS(=O)(=O)c1ccc(Cl)cc1)C(=O)Nc1ccccc1	-2	10	-10	-1.0	-1	-4	-3	94	0.0	6
COc1ccccc1NC(=O)C1=C(C)NC(=O)NC1c1cccs1 (stereo unspecified)	-9	2	-3	2.9	0	-1	-4	103	0.0	20
Cc1ccc2sc(N(CCCN(C)C)C(=O)c3ccc(S(=O)(=O)N4CCc5ccccc5C4)cc3)nc2c1C	-3	-6	-2	5.4	-8	-12	-23	99	2.2	7
COC(=O)c1ccc(NS(=O)(=O)c2cc3c4c(c2)C(C)C(=O)N4CCC3)cc1 (stereo unspecified)	6	-1	-5	-2.7	0	3	-1	95	-0.1	3
Nc1c(C(=O)NCc2ccco2)c2nc3ccccc3nc2n1CCc1ccccc1F	-4	17	-3	0.8	0	2	-7	116	0.6	3
COCCOC(=O)C1=C(C)NC(=O)NC1C1CC=CCC1 (stereo unspecified)	6	4	-8	0.9	0	2	2	88	0.0	4
COC(=O)[C@@H]1C[C@H]1[C@@H](NC(=O)c1ccccc1)c1ccccc1	11	3	-13	0.6	1	7	-2	98	0.0	5
O=C(CC(=O)c1ccccc1)Nc1cc(C(F)(F)F)ccc1Cl	-5	0	-4	3.8	-1	0	-11	99	-0.2	3
CCN1CCN(C(=O)/C=C/c2ccc(F)cc2)CC1	-4	-4	-4	1.0	0	-4	0	98	0.0	9
CC(=O)c1cccc(N=C2NC(=O)CS2)c1	3	-3	-7	-1.7	0	-4	13	94	-0.5	0
CCN(CC)CCN(CC(=O)Nc1c(C)cc(C)cc1C)C(=O)c1ccccc1	12	3	-19	0.0	0	0	-3	96	-0.1	3
CCN1CCN(C(=O)c2ccccc2N(C)S(=O)(=O)c2ccc(C)cc2)CC1	1	17	nt	-2.1	-1	-4	0	96	0.3	8

Look-ups from the results shown.
Cardio protect, Cc1cccc(N(CC(=O)NCc2ccco2)S(=O)(=O)c2ccccc2)c1 reads 1
Cardio protect, Cc1n[nH]c(=O)n1-c1ccc(C(C)(C)C)cc1 reads 0
